TCR act: Activators of T cell receptors: qHTS campaign; Potency, µM (highest dose often 9.22 µM), without a hit: at the top dose activation of IL-2 secretion, most hits filed as activators; 330,000 tested, under 10 active; primary human leukocytes, anti-CD3, IL-2 HTRF, 48 h; note: % of control where 0% means no effect
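Human primary leukocytes + a-CD3 beads + cpd, 48 hr; IL-2 in supernatant by HTRF (ex 320nm / em 665nm). No co-stimulatory signal supplied.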
B2AR arrestin: qHTS assay of beta-arrestin-biased ligands of beta2-adrenergic receptor. Beta-2 adrenergic receptor (Homo sapiens), P07550. beta-arrestin recruitment to beta2AR, cell-based reporter. Potency, µM (titrated, usually from 46.1 µM), inactives show at the top dose activation, actives largely listed as activators. hit rate 0.02% among 330,000. AID 492947, 2010;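 note: potency is the fitted concentration of half-maximal effect; 0% = DMSO controls and full agonism = EC100 isoproterenol or metaproterenol; nearly all actives have a fitted effect of over 65% in size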
ELG1 DNA repair: qHTS screen for small molecules that inhibit ELG1-dependent DNA repair in human embryonic kidney (HEK293T) cells expressing luciferase-tagged ELG1; hit rate 2.3% among 330,000; Potency, µM (highest dose often 46.1 µM), without a hit: at the highest dose activity change, negative = inhibition, usual class: inhibitors; AID 504467, 2011; HEK293T ELG1-luciferase reporter, luminescence, 16 h; DNA damage induced by 5-fluorouridine; note: potency is the fitted concentration of half-maximal effect; % is set by controls: 0 for no effect and ±100 for the full control effect; nearly all actives have a fitted effect of over 55% in size
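In this reporter screen, reduction of luminescence relative to DMSO vehicle indicated activity. Compounds and 5-fluorouridine were added together to 2,000 cells per well, incubated for 16 hr at 37 °C, then developed with ONE-Glo.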
TRPV1 ag: HTS Assay for Compounds that Act as Agonists of the Vanilloid Receptor 1; AID 540275, 2011; TRPV1-expressing cells, Fluo-8 calcium influx, agonist mode; activation, % at 8.33 µM; hit rate 0.19% among 320,000; Transient receptor potential cation channel subfamily V member 1 (Homo sapiens), Q8NER1; in the data active = activation above about 80%; inconclusive = between about 30% and that limit; note: 0% is about no effect
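TRPV1-expressing cells were cultured overnight at 35.5C and loaded with Fluo-8 calcium dye for 40 to 90 min at room temperature. After a 10 s baseline, compound was added and calcium influx was read kinetically for 3 min (ex 480/em 520 nm).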
TSG101-PTAP inh: qHTS Assay for Iinhibitors of HIV-1 Budding by Blocking the Interaction of PTAP/TSG101; AID 493005, 2010; Fluorescence polarization, FITC-PTAP peptide / Tsg101 binding; Potency, µM (highest dose often 115 µM), for inactives: top-dose activity change, negative = inhibition, most hits filed as inhibitors; 340,000 tested, under 10 active; active = well fitted inhibition curve with a large enough effect in the main read-out, with a control signal flat, not every such curve was filed as active; inconclusive = small, poorly fitted or top-dose-only effect, or effect the other way, or a change in a side signal; inactive = no such curve, though single readings can be large or run the other way; note: potency is the fitted concentration of half-maximal effect; % of control where 0% means no effect
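Compounds were pin-transferred onto Tsg101 binding domain (10 uM final) in HEPES pH 7.5 buffer, then FITC-PTAP peptide was added at 50 nM final. After 20 min at RT, polarization reported peptide displacement across a qHTS concentration series.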
AT treatment: qHTS Assay for Identifying a Potential Treatment of Ataxia-Telangiectasia; […] A-T fibroblasts, KAP-1 phosphorylation AlphaLISA; neocarzinostatin DNA damage 30 min before lysis; Potency, µM (series often up to 57.5 µM), inactives show top-dose activation, most hits filed as activators; hit rate 0.19% among 320,000; AID 485349, 2010; note: potency is the fitted concentration of half-maximal effect; % of control where 0% means no effect; nearly all actives have a fitted effect of over 45% in size
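ATM-like activity read as KAP-1 phosphorylation via AlphaLISA donor/acceptor antibody pairs after lysis and 6 hr at 25C. Cells were ATM-null patient fibroblasts ([…], hTERT), dosed 60 min, then exposed to the DSB inducer NCS for 30 min.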
MLL CXXC-DNA inh: qHTS Fluorescence Polarization Assay for Inhibitors of MLL CXXC domain - DNA interaction. AID 2662, 2010. Histone-lysine N-methyltransferase 2A (Homo sapiens), Q03164. hit rate 0.037% among 290,000. MLL-CXXC / FITC-HOXA9 DNA fluorescence polarization. Potency, µM (titrated, usually from 115 µM), for the others: top-dose activity change, negative = inhibition, actives largely listed as inhibitors; active = well fitted inhibition curve with a large enough effect in the polarisation, with a control signal flat, not every such curve was filed as active; inconclusive = small, poorly fitted or top-dose-only effect, or effect the other way, or a change in a side signal; inactive = no such curve, though single readings can be large or run the other way; the % refers to the polarisation; note: potency is the fitted concentration of half-maximal effect
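Fluorescence polarization: 7 uM MLL-CXXC (stock) preincubated 5 min with compounds, then 50 nM fluorescein-HOX-A9 DNA (stock) added; 30 min ambient. Buffer 50 mM Tris-HCl pH 7.5, 50 mM NaCl, 1 mM DTT, 0.05% BSA.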
p53 reactivation: qHTS assay for re-activators of p53 using a Luc reporter; AID 504706, 2011; H1299 p53-A138V BP100-luciferase reporter, luminescence, 24 h; hit rate 0.063% among 320,000; Potency, µM (top dose mostly 92.2 µM), for the others: top-dose activity change, positive = activation, most hits filed as activators; note: potency is the fitted concentration of half-maximal effect; % of control where 0% means no effect; nearly all actives have a fitted effect of over 45% in size
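p53-null H1299 cells stably carrying temperature-sensitive p53-A138V and a BP100-luciferase reporter were pinned with compounds (4-point, 1:5 series) and held 24 hrs at 37 deg C. Luminescence was read 10 min after detection reagent.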
BRCA1 expr up: qHTS Assay to Identify Small Molecule Activators of BRCA1 Expression | MCF7-BRCA1-FFLuc reporter, luminescence, 48 h; response scale: scaled: vehicle 0%, 10 µM genistein 100% | hit rate 1.1% among 380,000 | Potency, µM (series often up to 46.1 µM), for inactives: top-dose activation, most hits filed as activators; note: potency is the fitted concentration of half-maximal effect; nearly all actives have a fitted effect of over 80% in size; some results filed as inactive show a strong effect at the top dose
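Luminescence from a BRCA1-driven firefly luciferase in MCF7 cells was read after 48 h compound exposure at 37 C. Data normalized against DMSO and a 10microM genistein activation control, then curve-fitted across the titration.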
a7 integrin act: qHTS for Activators of Integrin-Mediated Alleviation for Muscular Dystrophy; alpha7betagal myoblasts, beta-gal FDG fluorescence, 48 h; Potency, µM (series often up to 38.3 µM), inactives show top-dose activation, most hits filed as activators; hit rate 0.064% among 350,000;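 note: potency is the fitted concentration of half-maximal effect; 100% = response of the positive control SU9516; nearly all actives have a fitted effect of over 60% in size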
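alpha7betagal+/- myoblasts (passage 13, 250/well) treated 48 h at 37C with compounds at 1:260 dilution of DMSO stock. Lysed, then beta-galactosidase activity read as FDG fluorescence (ex 480/em 540) after 30 min, with pre-read for autofluorescence.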
Active calls of the source: *; ? = inconclusive; nt = no result given; [ ] = dose if it differs, or a comment. Unless noted, calls come from the whole dose curve; as a rule, active = well fitted curve in the direction sought with a large enough effect; inconclusive = small, poorly fitted or top-dose-only effect, or another doubt; inactive = no such curve, though single readings can be large; an effect the other way counts as inactive or inconclusive.

SMILES	TCR act	B2AR arrestin	ELG1 DNA repair	TRPV1 ag	TSG101-PTAP inh	AT treatment	MLL CXXC-DNA inh	p53 reactivation	BRCA1 expr up	a7 integrin act
CC(C)(C)c1ccc(CN2C(=O)c3ccccc3S2(=O)=O)cc1	13.8%	0.4%	?	23.1	-4.5%	8.1%	60.8%[activator]	17.3%	69.5%	-50.4%[inhibitor]
CCOc1ccccc1NC(=O)CCn1nc(C)c(S(=O)(=O)N2CCCCC2)c1C	-0.2%	0.5%	-1.3%	-0.2	-0.6%	1.2%	-13.2%	-6.7%	-26.3%	37.4%
CN1CCN(c2ccc(S(=O)(=O)N3CCOCC3)cc2NC(=O)COc2ccc(C#N)cc2)CC1	3.1%	nt	nt	nt	1.1%	nt	nt	nt	-17.2%	11.7%
COc1ccc(N2CCCCn3c2nc2c3c(=O)[nH]c(=O)n2C)cc1	nt	0.0%	0.0%	-1.0	-6.1%	-4.9%	-3.4%	-4.9%	1.9%	-9.9%
Cc1ccc(S(=O)(=O)CC(=O)Nc2sc(C)c(C)c2C(N)=O)cc1	8.1%	0.1%	-6.6%	-2.9	-1.6%	-0.8%	nt	-3.4%	14.7%	24.6%
CCOC(=O)N1CCN(C(=O)CC(C)S(=O)(=O)c2cc3c(cc2C)NC(=O)CO3)CC1 (centres undefined)	10.9%	0.1%	-5.4%	0.9	-6.6%	6.8%	0.8%	-3.3%	-2.8%	-29.6%
COc1cc2nc(CN(C)Cc3nc4ccccc4c(=O)[nH]3)[nH]c(=O)c2cc1OC	-7.4%	0.1%	?	-0.3	-1.1%	1.4%	27.4%	1.1%	3.2%	12.4%
COc1ccc(-n2nc3c(c2NC(=O)C(C)C)CSC3)cc1	1.2%	0.4%	12.8%	2.6	3.0%	2.0%	3.0%	5.6%	2.8%	9.4%
CC1CCN(CC(=O)N2CC(=O)Nc3ccccc32)CC1	0.0%[46.1 µM]	0.0%	4.9%	-0.1	-3.8%	1.4%	-14.1%	-6.3%	2.8%	3.2%
O=C1C2C(c3ccccc3)C=CC(c3ccccc3)C2C(=O)N1c1ccncc1 (centres undefined)	-2.2%	0.1%	-11.5%	?	-3.9%	-2.5%	0.6%	-3.6%	-1.2%	2.6%
O=C(Nc1ccc(-n2cccn2)cc1)C1CCN(Cc2ccccn2)CC1	2.2%	0.6%	1.8%	2.8	nt	16.8%	1.2%	-1.7%	-6.5%	18.3%
CC(C)(Cc1cc(CC(C)(C)C(=O)O)cc(C(C)(C)C)c1)C(=O)O	0.0%	-0.3%	-0.1%	1.3	-6.7%	9.2%	2.1%	nt	1.3%	-5.0%
Cc1cc(C)c(NC(=O)c2oc3ccccc3c2COc2ccccc2)c(C)c1	0.7%[46.1 µM]	-0.6%	?	19.9	-3.7%	6.7%	-2.4%	2.6%	-37.6%	-32.2%
Cn1nnnc1SCCNCc1ccncc1	nt	-0.3%	12.8%	0.9	-8.0%	0.1%	-1.1%	0.0%	2.3%	-11.5%[7.66 µM]
O=c1c2ccsc2ncn1Cc1ccc(Cl)cc1	-1.3%	-0.3%	-5.4%	3.8	-0.1%	10.5%	-1.1%	-2.9%	-7.9%	4.0%
O=C(c1ccc(-c2ccccc2)cc1)N1CCN(c2nc3ccccc3o2)CC1	-3.5%	5.4%	14.2%	6.2	-0.6%	2.0%	-3.0%	1.6%	12.5%	15.1%
COCCNC(=O)C(c1ccc(O)cc1)N(Cc1ccco1)C(=O)CCC(=O)Nc1nccs1 (centres undefined)	-1.3%	4.8%	20.1%	-7.1	-6.1%	nt	-3.0%	3.2%	-20.7%	4.2%
CN(C)c1ncc(C2=C(Cl)C(=O)C(N3CCCC3)=C(Cl)C2=O)s1	1.9%	nt	nt	nt	-7.2%	nt	nt	nt	-31.5%	-58.7%[inhibitor]
Cc1ccc(CNC(=O)CCNC(=O)N2CCn3c2nc2ccccc23)cc1	-4.0%	0.0%	-11.7%	-0.7	-4.5%	-2.4%	5.3%	1.2%	5.9%	-21.6%
COC(=O)CNC(=O)C(C)NC(=O)OCc1ccccc1 (centres undefined)	-1.6%	-0.1%	8.2%	-0.4	0.6%	0.2%	-3.7%	-1.3%	28.9%	9.2%
CCOC(=O)C1=C(c2ccccc2)N(C)C(=O)NC1c1ccc(O)c(OC)c1 (centres undefined)	-28.6%	0.2%	-4.5%	2.7	-1.9%	-6.3%	6.7%	-6.0%	3.7%	14.1%
Cc1ccc(/C=C/C(=O)OCc2nc(N)nc(Nc3ccccc3C)n2)o1	-5.2%	0.1%	-19.3%	-2.8	-0.2%	12.3%	-5.2%	-3.5%	-10.6%	10.7%
COC(=O)c1cc(C(=O)N2CCN(c3cccc(Cl)c3)CC2)cc([N+](=O)[O-])c1	5.3%	-0.8%	?	-3.5	-0.6%	-28.3%	2.3%	2.0%	-43.7%	-17.3%
Nc1ncc(Br)cc1S(=O)(=O)NCCC(=O)NC1CCCCC1	-3.2%	-0.4%	-5.4%	0.3	0.6%	-0.8%	-3.8%	-2.6%	0.0%	25.6%
O=C(Nc1ccccc1)C1Cc2ccccc2CN1C(=O)c1ccco1 (centres undefined)	-1.0%	0.2%	?	1.2	-1.6%	-0.2%	0.4%	?	-8.2%	-21.2%
O=C(NC1CCCC1)c1cc(-c2ccccc2Cl)on1	0.9%	-0.3%	?	28.8	-1.6%	-6.3%	-0.9%	?	?	?
Cc1ccc(C(C)C)c(OCCCNCc2cccnc2)c1	-3.0%	-0.3%	8.0%	25.0	0.6%	-4.7%	6.4%	-2.3%	-21.6%	-38.5%
COc1ccc(S(=O)(=O)N2CCCN(S(=O)(=O)c3ccc(OC)c(C)c3)CC2)cc1C	-0.9%[46.1 µM]	-0.1%	?	-0.5	-4.4%	-4.1%	-15.5%	16.8%	-63.6%	-30.8%
Cc1ccc(NC(=O)CCc2ccc(C)o2)c(Br)c1	nt	0.2%	?	8.0	-1.9%	-0.2%	2.8%	10.6%	84.3%	0.8%
O=C1CCCC(=O)N1c1ccc(O)cc1	1.0%	-0.2%	10.5%	1.5	-17.6%	4.6%	35.9%[activator]	0.6%	-4.0%	0.9%
CCOC(=O)/C=c1\s/c(=C(\C#N)C(=O)NC)n(-c2ccccc2)c1=O	17.7%	-0.1%	23.2%	2.5	-0.2%	-3.7%	-1.5%	1.5%	6.1%	-23.7%
CN(C)c1ccc(S(=O)(=O)N2CCCCC2)cc1NC(=O)CN1C(=O)NC(C)(c2ccccc2)C1=O (centres undefined)	-6.7%	0.2%	?	-4.4	-4.9%	-3.0%	nt	-1.0%	-22.7%	-12.3%
COCCn1c(SCC(=O)Nc2ccc(F)cc2)nc2c(oc3ccccc32)c1=O	-2.6%	-0.7%	-3.5%	0.9	-2.6%	2.3%	9.9%	1.3%	10.2%	8.3%
CCN1C=C(Cc2cccs2)C2=C(C1)C(c1cccs1)C(C#N)=C(N)O2 (centres undefined)	-3.4%	11.3%	?	4.3	-2.5%	1.0%	17.3%	-2.0%	-56.2%	-37.4%
CC1Cc2ccccc2N1S(=O)(=O)c1ccc(Cl)nc1 (centres undefined)	-9.2%	0.1%	5.1%	-7.7	-0.8%	9.2%	-0.3%	-4.3%	0.6%	-7.6%
O=C(O)c1ccc(COc2ccccc2C=C2C(=O)c3ccccc3C2=O)cc1	4.0%[46.1 µM]	0.2%	29.6%	1.2	-5.3%	-0.4%	17.8µM*	5.1%	-14.8%	-3.4%
COc1cc(NC(=O)c2cccnc2Sc2ccc(Cl)cc2)cc(OC)c1OC	-8.6%[46.1 µM]	-0.7%	8.2µM*	-5.0	-3.9%	-0.6%	-0.9%	-15.0%	-37.6%	25.9%
O=[N+]([O-])c1ccc2c(c1)C(N1CCOCC1)/C(=C/COc1ccc(F)cc1)O2 (centres undefined)	-0.2%	0.0%	?	21.1	-2.7%	-7.6%	-3.1%	-5.8%	-9.5%	2.7%
COc1ccc(/C=C2\Sc3ccc(C(=O)NCc4cccnc4)cc3N(C)C2=O)cc1OC	9.3%	0.4%	18.3µM*	9.1	-9.0%	0.1%	4.2%	3.2%	-19.5%	-52.6%[inhibitor]

Screening results as filed in PubChem.
